Compound activity from PubChem.
MT stabilizer: microtubule stabilization, imaging screen. HeLa tubulin immunostaining HCS, 24 h; share of cells brighter than vehicle mean+2SD. % tubulin-high responders, % at 10 µM. 0.83% of 200,000 active. AID 2205;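 active = plate Z-score above 3 for both tubulin-high and condensed-nucleus cell shares, with cell loss under 80%, at 10 µM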;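 note: anti alpha tubulin signal scored within the nucleus-defined area of each cell; some results filed as inactive read as strong as hits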
human PMI inhibitors: MPI inhibition at elevated mannose 6-phosphate – biochemical, fluorescence intensity, high mannose 6-phosphate, primary screen (AID 1220). inhibition, % at 20 µM; hits with a dose series show IC50 in µM. recombinant PMI enzyme, coupled fluorescence intensity; higher % means a stronger effect. 0.66% of 190,000 active
Lipid droplet: modulators of hepatic lipid droplet formation; 0.4% of 240,000 active; AID 1656; inhibition, % at 6.5 µM; AML12 mouse hepatocytes, oleate lipid droplets, BODIPY imaging;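 active = lipid droplet intensity inhibited by at least 50%, with more than 500 cells counted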
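Material – AML12 mouse liver cells · Also added – oleate loading, 100 µM · Compound dosing – 6.5 µM single-point dosing · Times – overnight treatment with compound plus oleate · Measured by – fluorescence imaging, 20x objective, two fields per well · Read-out – percent inhibition of filter-corrected integrated lipid droplet intensity per well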
b-catenin transl: modulators of beta-catenin nuclear translocation | HeLa beta-catenin nuclear translocation, immunofluorescence imaging | nuclear translocation activity, % at 5 µM | 0.3% of 190,000 active | AID 1665;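 active = nuclear translocation activity above 50% at 5 µM, with a well cell count of 50 or more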;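 note: per-cell ratio of nuclear to cytoplasmic median beta-catenin stain intensity; plate controls were DMSO negative control for no effect and GSK-3 inhibitor IX positive control for full effect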
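Read-out: Nuclear/cytoplasmic beta-catenin signal ratio, % activation | Assay system: Human HeLa cell line | Times: 24 h compound exposure at 37°C, 5% CO2 | Signal: Fluorescence imaging of beta-catenin antibody stain plus DAPI | Dosing: 5 µM primary, 0.02–20 µM confirmation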
Ins promoter up: MIN6 insulin promoter up-regulation; MIN6 insulin promoter-GFP reporter, high-content imaging; stronger effect = higher value; z-score at 5 µM; 0.3% of 190,000 active;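 active = z-score above 3 at 5 µM with at least 500 cells counted in the well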
human PMI inhibition: MPI enzyme activity inhibition – biochemical, fluorescence intensity, coupled assay, primary screen (AID 1209); purified PMI enzyme, coupled fluorescence intensity; higher % means a stronger effect; inhibition, % at 20 µM; hits with a dose series show IC50 in µM; 0.42% of 190,000 active;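 note: plate controls were DMSO vehicle for no effect and wells lacking substrate for full effect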
TNAP activation fold: stimulation of alkaline phosphatase TNAP activity – biochemical, luminescent, no phosphate acceptor, uHTS, primary screen (AID 1001); purified TNAP, luminescent activation assay, no phosphate acceptor; higher activation fold means a stronger effect; activation fold at 20 µM; hits with a dose series show EC50 in µM; 0.03% of 200,000 active; in the data active = activation fold from about 3, or a potency from the dose series; inactive = the rest, 99 in 100 with activation fold below about 1.6; note: many of its hits are not listed in these tables
Autophagy mod: modulators of autophagy; MEF GFP-LC3 puncta imaging; test concentration mostly 10 µM; calls only at 10 µM (by protocol); 0.98% of 190,000 active;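 active = percentage of spot-positive cells more than 3 SD above its plate mean, without a fluorescence outlier flag or 80% toxicity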;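 note: spot-positive cell cutoff set from DMSO-treated cells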
T cell HTS: modulates CD8 T cell binding to vesicles; 2C CD8+ T cell-vesicle binding, flow cytometry; stronger effect = lower value; calls only at 7 µM; 0.068% of 330,000 active;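 active = response, share of CD8 T cells binding vesicles, and their 90th percentile fluorescence all below set limits, cut at about 80% in these data, passing the limit was not always enough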
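Material: murine 2C transgenic CD8+ T lymphocytes / Also added: QL9-peptide-loaded Drosophila micro-vesicles bearing Ld, ICAM-1 and B7-1 / Schedule: binding step 1.5 h, 37 °C, antibody labelling 20 min, ice / Signal: flow cytometry, PE anti-B7-1 (FL2) versus Alexa647 anti-CD8 (FL8), PFA-fixed / Evaluation: percent CD8+ FL2 mean versus row control / Benchmarks: naked versus QL9-loaded vesicles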
Ins promoter up cell count: recorded beside Ins promoter up, whose call it bears; cell count; measured here: cytotoxicity, nuclei count;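 total cells summed across four imaged fields per well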
Lipid droplet cells 6.5 µM: second read-out of Lipid droplet, no call of its own (marks repeat the call); cell count; measured here: cell count, cytotoxicity flag;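 cells counted across two imaged fields per well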
b-catenin transl cell count 5 µM: also measured in b-catenin transl; calls as there; cell count; measured here: cell count, cytotoxicity flag
T cell HTS vesicle-bound %: second read-out of T cell HTS, no call of its own (marks repeat the call); double positive events, %; measured here: CD8+ vesicle-bound cell fraction;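 binding gate set so that unloaded-vesicle control wells show 10% double positive cells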
MT stabilizer Hoechst-high %: also measured in MT stabilizer; calls as there; % Hoechst-high responders; measured here: nuclear condensation Hoechst responders;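 share of cells brighter than vehicle mean plus two SD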
MT stabilizer cytotoxicity %: second read-out of MT stabilizer, no call of its own (marks repeat the call); toxicity, %; measured here: cytotoxicity by cell density;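 0% = mean cell density of plate MIN control wells and 100% = no cells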
Autophagy mod cell loss 18 h: second read-out of Autophagy mod, no call of its own (marks repeat the call); toxicity, %; measured here: cell loss, nuclei count;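 cell loss after 18 h compound exposure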
Starred values were filed as active, the others as inactive; i = inactive; · = no result given. Cut-off read from the data, not from the text of the source, unless noted: active = inhibition above about 50%; inactive = the rest.

structure,MT stabilizer,MT stabilizer Hoechst-high %,MT stabilizer cytotoxicity %,human PMI inhibitors,Lipid droplet,Lipid droplet cells 6.5 µM,b-catenin transl,b-catenin transl cell count 5 µM,Ins promoter up,Ins promoter up cell count,human PMI inhibition,TNAP activation fold,Autophagy mod,Autophagy mod cell loss 18 h,T cell HTS,T cell HTS vesicle-bound %
O=C(O)c1ccc(Sc2ccccn2)c([N+](=O)[O-])c1,4.5,3.0,7.3,-2%,-7,674,-1.0,952,0.45,1756,-12%,1,i,-3,i,66
COc1nc(Nc2cccc(C(F)(F)F)c2)nc(OC)n1,24,0.5,16,12%,·,·,-1.8,793,-0.95,1255,3%,1,i,-2,i,34
Nc1nc(Nc2cccc3ccccc23)nc(C2CCCC2=O)n1 (stereo not given),9.6,10,8.5,1%,·,·,2.2,1182,0.92,1338,3%,1.1,i,14,i,23
COc1cc2c3nnc(-c4ccc(F)cc4)c-3cn(Cc3ccc(C)cc3)c2cc1OC,3.2,6.6,4.5,-2%,4,630,1.8,1029,-0.14,1629,-10%,0.9,i,6,i,17
Cc1ccc2c(c1)cc(CN(Cc1ccco1)C(=O)N1CCOCC1)c1nnnn12,2.0,2.0,2.3,-1%,5,661,-1.3,1065,-0.34,1406,2%,1.2,i,-9,i,51
NC(=O)CSC1=N/C(=C\c2ccco2)C(=O)N1c1ccc(OC(F)F)cc1,2.8,1.6,2.2,33%,-2,665,-4.6,1055,-0.4,1554,-2%,0.8,i,6,i,36
Cc1cc(Nc2ccc(F)cc2)n2nc(C)nc2n1,1.7,3.8,5.8,6%,·,·,·,·,0.59,1095,12%,1,i,2,i,42
O=C(CC12CCC(CC1)C2)NCc1ccc2c(c1)OCO2,2.6,2.5,3.3,-8%,-13,766,-3.8,535,·,·,-10%,1.1,i,-4,i,20
COc1cc(CC(=O)N(c2ccccc2)c2nc(C)cs2)cc(OC)c1OC,1.5,1.5,2.3,3%,-22,714,-1.3,1080,-1.1,1138,1%,1.1,i,-1,i,40
CCn1cc(C(=O)N2CCN(Cc3ccc4c(c3)OCO4)CC2)c(=O)c2ccc(C)nc21,1.4,2.1,11,2%,-18,842,-7.9,1197,·,·,3%,1.2,i,-7,i,43
CCc1ccccc1NC(=S)NCC1CCN(c2ccc(OC)cc2)C1 (stereo not given),·,·,·,·,-6,736,1.7,1349,-1.3,1022,·,·,·,·,i,13
O=C(Cc1coc2cc3c(cc12)CCC3)NCC1(N2CCCCC2)CCCCC1,1.4,3.6,9.3,8%,-1,612,-4.4,1183,-1.5,1455,9%,1.2,i,-6,i,61
COc1ccc(C(=O)N[C@H](C(=O)NCC2CCCCC2)C(C)C)cc1,3.0,3.1,9.5,-3%,14,820,·,·,·,·,2%,1.1,i,-2,i,39
CCOC(=O)c1cnn2cc(-c3[nH]ncc3[N+](=O)[O-])cnc12,2.4,2.4,3.1,-12%,-2,659,-1.8,503,-0.17,1283,-12%,1,i,13,i,23
CCCNC(=O)NS(=O)(=O)c1cnccc1Sc1ccc(Cl)c(Cl)c1,2.0,2.0,9.9,-23%,·,·,-1.7,1338,1.8,1448,-3%,1.1,i,7,i,17
COc1ccccc1C(=O)Nc1nc(-c2ccc3c(c2)OCCO3)cs1,1.7,1.4,2.7,0%,1,739,-0.6,1099,1.4,1265,3%,1.1,i,-6,i,27
O=C(/C=C/c1ccco1)N1CCN(S(=O)(=O)/C=C/c2ccccc2)CC1,1.8,2.7,9.0,5%,-1,686,-1.8,960,-0.16,1571,-4%,1,i,-24,i,64
Cc1[nH]c(C)c2c(=O)n(-c3ccccc3)ncc12,5.2,3.2,2.8,7%,·,·,·,·,-0.56,930,-2%,1.2,i,9,i,11
C=CCN(CC=C)CCOc1ccc2ccccc2c1,2.8,1.3,10,-3%,24,687,-3.6,1134,-0.51,1612,2%,1.2,i,14,i,60
Cc1ccc2nc3c(cc2c1)c(NS(=O)(=O)c1ccccc1)nn3CC(C)C,2.1,1.3,8.7,0%,-6,675,1.8,1116,-0.23,1909,1%,1.1,i,22,i,45
Cc1cc(C)nc(N/N=C/c2ccccc2OCc2ccc(Br)cc2)n1,4.1,2.5,5.3,-20%,-2,580,-4.2,599,-0.17,910,-22%,1.1,i,14,i,18
CCN(CC)C(=O)CSc1nc2ccccc2c(=O)n1-c1cccc(OC)c1,2.9,3.2,7.5,2%,-7,760,1.0,1150,0.8,771,8%,1.1,i,15,i,20
Cc1nc(C(=O)Nc2ccccc2Cl)cc2c1[nH]c1ccccc12,5.3,2.1,10,-6%,·,·,9.1,1195,0.14,1277,-6%,1.1,i,17,i,10
COc1ccc(CC(=O)OCC(=O)Nc2ccc3c(c2)OCCO3)cc1OC,2.9,3.6,6.3,-4%,8,687,-3.4,563,0.23,1334,-4%,1.1,i,6,i,37
CC(C)(C)C1CCC(C(=O)Nc2cccnc2)CC1 (stereo not given),4.6,2.5,5.5,2%,20,715,-3.3,1080,0.56,1622,0%,1.1,i,13,i,63
CCOC(=O)N1CCC(NC(=O)C2CCN(c3ccc(N4CCOCC4)nn3)CC2)CC1,3.0,2.1,11,-6%,·,·,-0.7,724,-0.43,1238,-8%,0.8,i,11,i,44
O=C(O)CCc1ccc(-c2ccc(F)cc2)n1Cc1ccco1,1.0,0.2,21,-8%,15,735,2.0,1194,-0.75,1143,-1%,1.1,i,-2,i,26
COc1ccc(C(=O)NC(=S)Nc2ccc(Cl)cn2)cc1OC,2.8,1.7,9.5,-14%,-31,557,-0.6,1458,0.02,1425,-12%,1,i,5,i,55
Cc1cccc2nc(CSC(=N)N)c(Br)n12,33,16,46,-22%,3,617,18,679,-0.24,1310,-13%,0.6,i,-4,i,41
CC(C)CCn1c(N2CCC(C(N)=O)CC2)nc2c1c(=O)[nH]c(=O)n2C,2.9,4.1,6.8,1%,·,·,-0.8,1141,0.03,1003,-6%,1,i,1,i,49
COCCn1c(SCC(=O)c2[nH]c(C)c(C(C)=O)c2C)nc2ccccc21,1.3,1.5,6.5,-6%,-8,729,-3.6,1247,-0.6,1228,8%,1.1,i,-8,i,35
CN1CCN(c2ccc([N+](=O)[O-])cc2NC(=O)c2ccccc2)CC1,4.2,2.7,6.0,-1%,·,·,-2.4,1389,-0.55,1395,-3%,1,i,-16,·,·
Cc1ccc(N=C(c2cccs2)N2CCOCC2)cc1,1.8,5.1,4.8,4%,-4,766,4.3,1119,-1.9,1016,6%,1,i,13,i,58
O=C(NNC(=O)c1ccc(Cl)cc1Cl)c1csc(-c2cccnc2)n1,·,·,·,·,7,690,0.3,1257,0.11,1076,·,·,·,·,i,21
N=C1/C(=C/c2cccn2-c2cccc([N+](=O)[O-])c2)C(=O)N=C2SC=CN12,5.0,2.8,4.7,9%,-3,666,1.7,1009,-0.46,1290,12%,0.9,i,7,i,51
Clc1ccc(-c2nc3ncccn3c2Cl)cc1,11,3.3,7.0,-16%,-10,679,5.1,903,2.4,1016,-34%,1,i,11,i,34
CCOC(=O)c1c(N)sc(C(=O)Nc2ccccc2)c1C,3.0,1.2,5.6,-8%,-18,744,-1.3,1015,-0.9,1540,1%,1.1,i,-12,i,31
COc1ccc(CC(=O)NC(=S)Nc2ccc(S(N)(=O)=O)cc2)cc1,4.0,3.2,1.1,-6%,0,632,2.3,918,·,·,4%,1.1,i,10,i,44
O=C(CCC1CCCCC1)NCc1ccncc1,11,24,96,11%,-2,688,-0.9,1080,0.09,2026,10%,1.2,i,-3,i,9
O=C(NC(=S)Nc1ccc(S(=O)(=O)Nc2nccs2)cc1)c1ccc(Br)o1,4.1,1.6,8.1,0%,5,721,-0.2,1060,-0.86,1288,5%,1.1,i,21,i,16
CC1CCN(Cc2ccc(-c3nnn(CC(=O)NC4CCCCC4)n3)cc2)CC1,1.9,2.5,4.6,6%,-4,663,2.6,931,0.5,1409,10%,1.1,i,9,i,26
COc1cnn(-c2ccccc2)c(=O)c1SCc1ccc(Cl)c(Cl)c1,2.5,0.9,6.6,-1%,·,·,0.6,1376,-1.1,1401,1%,1.1,i,-22,i,7

Some values from above.
Under human PMI inhibitors, CC(C)(C)C1CCC(C(=O)Nc2cccnc2)CC1 (stereo not given) has the entry 2%
Under human PMI inhibitors, NC(=O)CSC1=N/C(=C\c2ccco2)C(=O)N1c1ccc(OC(F)F)cc1 has the entry 33%
Under b-catenin transl, CCCNC(=O)NS(=O)(=O)c1cnccc1Sc1ccc(Cl)c(Cl)c1 has the entry -1.7

Another view of some results above:
COc1ccc(C(=O)N[C@H](C(=O)NCC2CCCCC2)C(C)C)cc1
  MT stabilizer = 3.0; MT stabilizer Hoechst-high % = 3.1; MT stabilizer cytotoxicity % = 9.5; human PMI inhibitors = -3%; Lipid droplet = 14; Lipid droplet cells 6.5 µM = 820; b-catenin transl = ·; b-catenin transl cell count 5 µM = ·; Ins promoter up = ·; Ins promoter up cell count = ·; human PMI inhibition = 2%; TNAP activation fold = 1.1; Autophagy mod = i; Autophagy mod cell loss 18 h = -2; T cell HTS = i; T cell HTS vesicle-bound % = 39
CCOC(=O)c1cnn2cc(-c3[nH]ncc3[N+](=O)[O-])cnc12
  MT stabilizer = 2.4; MT stabilizer Hoechst-high % = 2.4; MT stabilizer cytotoxicity % = 3.1; human PMI inhibitors = -12%; Lipid droplet = -2; Lipid droplet cells 6.5 µM = 659; b-catenin transl = -1.8; b-catenin transl cell count 5 µM = 503; Ins promoter up = -0.17; Ins promoter up cell count = 1283; human PMI inhibition = -12%; TNAP activation fold = 1; Autophagy mod = i; Autophagy mod cell loss 18 h = 13; T cell HTS = i; T cell HTS vesicle-bound % = 23
CCCNC(=O)NS(=O)(=O)c1cnccc1Sc1ccc(Cl)c(Cl)c1
  MT stabilizer = 2.0; MT stabilizer Hoechst-high % = 2.0; MT stabilizer cytotoxicity % = 9.9; human PMI inhibitors = -23%; Lipid droplet = ·; Lipid droplet cells 6.5 µM = ·; b-catenin transl = -1.7; b-catenin transl cell count 5 µM = 1338; Ins promoter up = 1.8; Ins promoter up cell count = 1448; human PMI inhibition = -3%; TNAP activation fold = 1.1; Autophagy mod = i; Autophagy mod cell loss 18 h = 7; T cell HTS = i; T cell HTS vesicle-bound % = 17
